From PubChem
TNAP activation fold = human TNAP enzyme activators, primary screen, biochemical, luminescent, no phosphate acceptor, uHTS (AID 1001); Alkaline phosphatase, tissue-nonspecific isozyme (Homo sapiens); purified TNAP, luminescent activation assay, no phosphate acceptor; higher activation fold means a stronger effect; one-dose activation fold at 20 µM; EC50 in µM for titrated hits; actives 0.03% (n = 200,000); in the data active means activation fold from about 3, or a potency from the dose series; inactive means the rest, 99 in 100 with activation fold below about 1.6; further: many of its hits are not listed in these tables
b-catenin transl = modulators of beta-catenin nuclear translocation, primary screen, imaging, HeLa cells, immunofluorescence, high-content; actives 0.3% (n = 190,000); nuclear translocation activity, % at 5 µM;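 active means nuclear translocation activity above 50% at 5 µM, with a well cell count of 50 or more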;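 further: per-cell ratio of nuclear to cytoplasmic median beta-catenin stain intensity; plate controls were DMSO negative control for no effect and GSK-3 inhibitor IX positive control for full effect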
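Read-out: Nuclear/cytoplasmic beta-catenin signal ratio, % activation | Assay system: Human HeLa cell line | Times: 24 h compound exposure at 37°C, 5% CO2 | Signal: Fluorescence imaging of beta-catenin antibody stain plus DAPI | Dosing: 5 µM primary, 0.02–20 µM confirmation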
T cell HTS = modulators of CD8 T cell-vesicle binding, primary screen, mouse 2C CD8+ T cells, flow cytometry; calls only at 7 µM; actives 0.068% (n = 330,000); 2C CD8+ T cell-vesicle binding; stronger effect = lower value; AID 2052, 2009;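 active means response, share of CD8 T cells binding vesicles, and their 90th percentile fluorescence all below set limits, cut at about 80% in these data, passing the limit was not always enough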
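Material: 2C TCR transgenic mouse naive CD8+ T cells, MACS-purified. Also added: QL9-charged Drosophila Ld/ICAM-1/B7-1 vesicles. Timing: binding 1.5 h at 37 °C. Measured by: high-throughput flow cytometry with anti-B7-1 and anti-CD8 staining. Read-out: percent CD8+ FL2 mean versus row control. Controls: Unloaded micro-vesicles (low), QL9 vesicles with 0.7% DMSO (high).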
human PMI inhibitors = human PMI inhibitors, high substrate, primary screen, biochemical, fluorescence intensity, high mannose 6-phosphate (AID 1220); Mannose-6-phosphate isomerase (Homo sapiens); inhibition, % at 20 µM; hits with a dose series show IC50 in µM; actives 0.66% (n = 190,000); recombinant PMI enzyme, coupled fluorescence intensity; higher % means a stronger effect
Autophagy HCS = autophagy modulators in MEF cells, primary screen, imaging, high-content, MEF GFP-LC3; MEF GFP-LC3 puncta imaging; test concentration mostly 10 µM; AID 463193, 2010; actives 0.98% (n = 190,000); calls only at 10 µM (by protocol);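 active means percentage of spot-positive cells more than 3 SD above its plate mean, without a fluorescence outlier flag or 80% toxicity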;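 further: spot-positive cell cutoff set from DMSO-treated cells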
human PMI inhibition = inhibitors of human PMI, primary screen, biochemical, fluorescence intensity, coupled assay (AID 1209); purified PMI enzyme, coupled fluorescence intensity; higher % means a stronger effect; Mannose-6-phosphate isomerase (Homo sapiens); actives 0.42% (n = 190,000); inhibition, % at 20 µM, or IC50 in µM where a hit was titrated;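 further: plate controls were DMSO vehicle for no effect and wells lacking substrate for full effect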
Insulin prom up = insulin promoter activators in MIN6 cells, imaging, high-content screening, mouse beta cells; actives 0.3% (n = 190,000); z-score at 5 µM; AID 1625, 2009; MIN6 insulin promoter-GFP reporter; stronger effect = higher value;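 active means z-score above 3 at 5 µM with at least 500 cells counted in the well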
MT stabilize HCS = microtubule stabilizers in HeLa cells, primary screen, imaging, high-content imaging; actives 0.83% (n = 200,000); HeLa tubulin immunostaining HCS, 24 h; share of cells brighter than vehicle mean+2SD; % tubulin-high responders, % at 10 µM;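 active means plate Z-score above 3 for both tubulin-high and condensed-nucleus cell shares, with cell loss under 80%, at 10 µM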;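 further: anti alpha tubulin signal scored within the nucleus-defined area of each cell; some results filed as inactive read as strong as hits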
Hep lipid drop = inhibitors of hepatocyte lipid droplet formation, primary screen, imaging, high-throughput imaging, BODIPY stain. AID 1656, 2009. actives 0.4% (n = 240,000). inhibition, % at 6.5 µM. AML12 mouse hepatocytes, oleate lipid droplets;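 active means lipid droplet intensity inhibited by at least 50%, with more than 500 cells counted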
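Material – mouse AML12 hepatocyte cell line, fixed after treatment · Compound dosing – one dose, 6.5 µM compound · Times – compound with oleate, overnight · Measured by – Image-based BODIPY and DAPI two-channel analysis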
Insulin prom up cell count = recorded beside Insulin prom up, whose call it bears; cell count; measured here: cytotoxicity, nuclei count;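 total cells summed across four imaged fields per well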
Hep lipid drop cells 6.5 µM = second read-out of Hep lipid drop, no call of its own (marks repeat the call); cell count; measured here: cell count, cytotoxicity flag;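 cells counted across two imaged fields per well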
b-catenin transl cell count 5 µM = second read-out of b-catenin transl, no call of its own (marks repeat the call); cell count; measured here: cell count, cytotoxicity flag
T cell HTS vesicle-bound % = further read-out of T cell HTS, marked with its call; double positive events, %; measured here: CD8+ vesicle-bound cell fraction;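 binding gate set so that unloaded-vesicle control wells show 10% double positive cells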
MT stabilize HCS Hoechst-high % = further read-out of MT stabilize HCS, marked with its call; % Hoechst-high responders; measured here: nuclear condensation Hoechst responders;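 share of cells brighter than vehicle mean plus two SD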
MT stabilize HCS cytotoxicity % = also measured in MT stabilize HCS; calls as there; toxicity, %; measured here: cytotoxicity by cell density;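 0% = mean cell density of plate MIN control wells and 100% = no cells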
Autophagy HCS cell loss 18 h = also measured in Autophagy HCS; calls as there; toxicity, %; measured here: cell loss, nuclei count;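 cell loss after 18 h compound exposure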
An asterisk follows results filed as active; i = inactive; nt = no result given. Unless noted, no stated cut-off is given here; in the data, active means inhibition above about 50%; inactive means the rest.

SMILES	TNAP activation fold	b-catenin transl	b-catenin transl cell count 5 µM	T cell HTS	T cell HTS vesicle-bound %	human PMI inhibitors	Autophagy HCS	Autophagy HCS cell loss 18 h	human PMI inhibition	Insulin prom up	Insulin prom up cell count	MT stabilize HCS	MT stabilize HCS Hoechst-high %	MT stabilize HCS cytotoxicity %	Hep lipid drop	Hep lipid drop cells 6.5 µM
COc1ccc(Cl)cc1C(=O)N1CCN=C1SC	1.1	-2.7	1119	i	18	13%	i	1	11%	-0.5	2182	5.4	2.6	16	18	710
COC(=O)Cc1c(O)ccn(Cc2ccc(F)cc2)c1=O	1	-0.4	1411	i	40	-10%	i	11	-12%	1.1	1532	3.4	1.9	5.8	nt	nt
Cc1c(NC(=S)NC(=O)c2cc3ccccc3o2)c(=O)n(-c2ccccc2)n1C	1	-1.4	524	i	43	13%	i	3	11%	0.7	1346	3.7	4.2	7.1	-2	660
COC(=O)C(NC(=O)CNS(=O)(=O)c1ccc(Br)cc1)c1ccccc1 (stereo not given)	1.2	0.6	1117	i	56	2%	i	3	-9%	-0.34	1378	2.5	2.7	7.1	-36	679
O=C(Oc1ccc(O)cc1)C12CC3CC(CC(C3)C1)C2	0.9	-1.6	1045	i	26	23%	i	0	16%	-0.26	1465	2.6	2.2	3.8	2	764
COC(=O)C1=C(C)NC(=O)NC1c1ccco1 (stereo not given)	1.2	-1.9	1108	i	65	3%	i	14	2%	0.94	1324	1.6	2.6	9.1	-6	655
CCOc1[nH]n(-c2ccccc2)c(=O)c1C=NCc1ccncc1	1.1	-2.8	1091	i	56	4%	i	40	3%	-1.1	1243	7.1	1.7	11	2	727
CCN(CC)C(=O)/C(=C\c1cccc([N+](=O)[O-])c1)NC(=O)c1ccco1	1.1	-1.0	970	i	61	19%	i	-23	8%	0.08	1318	4.5	3.3	4.3	-16	648
COc1ccc(OCC(=O)Nc2ccc3c(c2)nc(CCN2CCOCC2)n3C)cc1	1.2	-2.2	968	i	44	6%	i	9	-3%	0.06	1184	6.6	3.3	7.5	nt	nt
COC(=O)c1sc2nc(CN3CCN(c4cccc(C(F)(F)F)c4)CC3)[nH]c(=O)c2c1C	1.2	0.2	1172	i	60	-40%	i	-5	-16%	-0.51	1477	5.2	2.0	8.0	-4	680
CC(C)(C)C(=O)Nc1ccc(C(=O)NNC(=O)c2ccccc2)cc1	1.1	-0.2	1034	i	37	-13%	i	17	-13%	-0.46	1245	7.3	3.5	5.2	3	721
CC(C)C(=O)N1CCN(c2ccccc2NC(=O)Cc2ccc(Cl)cc2)CC1	1.1	-2.7	952	i	6	0%	i	11	-2%	-0.73	1086	4.8	2.9	5.6	nt	nt
CCC(C)c1ccc(NC(=S)Nc2ccc(OC)cc2C)cc1 (stereo not given)	1.3	5.0	923	i	42	10%	i	6	7%	0.94	1325	3.9	2.3	7.1	-6	652
O=C(NCCCN1CCOCC1)c1cc(-c2ccc(O)cc2)on1	1.1	-2.1	1171	i	57	9%	nt	nt	6%	nt	nt	8.4	1.9	1.9	0	676
O=S(=O)(Cc1ccccc1)N1CCC(N2CCN(c3ccccc3)CC2)CC1	1.1	1.1	1127	i	8	7%	i	20	1%	0.19	1054	4.2	2.2	5.1	nt	nt
Cc1ccc2ccc(S(=O)(=O)n3nc(C)cc3C)cc2c1	0.9	0.9	997	i	20	13%	i	7	14%	-0.13	1615	2.6	1.1	4.4	-2	647
COc1ccc(C(CC(=O)Nc2ccc(C)cc2)NC(=O)C(F)(F)F)cc1 (stereo not given)	1.1	3.5	998	i	46	1%	i	-6	-10%	-0.5	1470	2.0	2.0	5.3	-6	655
COc1ccc(C(=O)N2CCCC(c3nc(-c4ccc(OC)c(OC)c4)no3)C2)c(OC)c1 (stereo not given)	1	-3.0	1349	i	21	0%	i	17	-2%	-0.07	1365	4.7	1.1	3.6	nt	nt
CCN(CC)CCCN(Cc1cc2cc3c(cc2[nH]c1=O)OCO3)C(=S)Nc1ccccc1	1.1	-0.6	1112	i	10	-9%	i	-4	1%	nt	nt	2.9	2.1	1.0	11	684
Cn1c(=O)oc2cc(S(=O)(=O)N3CCC(C(=O)N4CCc5ccccc5C4)CC3)ccc21	1.2	nt	nt	i	29	-5%	i	-3	-4%	-0.58	921	3.6	1.6	9.0	nt	nt
O=C1C(Oc2ccccc2)C(c2cccs2)N1Cc1ccc2c(c1)OCO2 (stereo not given)	1.1	-1.5	1422	i	53	-1%	i	7	4%	-1.7	1348	2.9	1.5	5.9	nt	nt
CCOc1ccc(S(=O)(=O)N(C)c2ccc(OCC(=O)NCC3CCCO3)cc2)cc1 (stereo not given)	1	-2.3	1086	i	48	-5%	i	-1	0%	nt	nt	2.4	1.5	1.7	-3	616
COc1ccc(-c2noc(CSc3nnc(CCc4ccccc4)n3-c3ccccc3)n2)cc1OC	1.1	nt	nt	i	41	23%	i	-6	21%	nt	nt	1.1	0.9	24	0	753
COc1ccc(-c2nnc3ccc(SCC(=O)Nc4nccs4)nn23)cc1OC	1.2	2.2	1153	i	42	7%	i	4	8%	-0.4	1141	4.3	3.6	3.7	13	644
OCC1(Cc2ccc(Cl)cc2)CCN(Cc2ccc(Oc3ncccn3)cc2)CC1	1	1.5	1485	i	36	5%	i	-2	5%	nt	nt	1.1	1.4	0.9	-1	787

Part of the list above, reformatted.
SMILES | TNAP activation fold | b-catenin transl | b-catenin transl cell count 5 µM | T cell HTS | T cell HTS vesicle-bound % | human PMI inhibitors | Autophagy HCS | Autophagy HCS cell loss 18 h | human PMI inhibition | Insulin prom up | Insulin prom up cell count | MT stabilize HCS | MT stabilize HCS Hoechst-high % | MT stabilize HCS cytotoxicity % | Hep lipid drop | Hep lipid drop cells 6.5 µM
COc1ccc(C(CC(=O)Nc2ccc(C)cc2)NC(=O)C(F)(F)F)cc1 (stereo not given) | 1.1 | 3.5 | 998 | i | 46 | 1% | i | -6 | -10% | -0.5 | 1470 | 2.0 | 2.0 | 5.3 | -6 | 655
COc1ccc(C(=O)N2CCCC(c3nc(-c4ccc(OC)c(OC)c4)no3)C2)c(OC)c1 (stereo not given) | 1 | -3.0 | 1349 | i | 21 | 0% | i | 17 | -2% | -0.07 | 1365 | 4.7 | 1.1 | 3.6 | nt | nt
CCN(CC)CCCN(Cc1cc2cc3c(cc2[nH]c1=O)OCO3)C(=S)Nc1ccccc1 | 1.1 | -0.6 | 1112 | i | 10 | -9% | i | -4 | 1% | nt | nt | 2.9 | 2.1 | 1.0 | 11 | 684
Cn1c(=O)oc2cc(S(=O)(=O)N3CCC(C(=O)N4CCc5ccccc5C4)CC3)ccc21 | 1.2 | nt | nt | i | 29 | -5% | i | -3 | -4% | -0.58 | 921 | 3.6 | 1.6 | 9.0 | nt | nt

(listing goes on)
SMILES	TNAP activation fold	b-catenin transl	b-catenin transl cell count 5 µM	T cell HTS	T cell HTS vesicle-bound %	human PMI inhibitors	Autophagy HCS	Autophagy HCS cell loss 18 h	human PMI inhibition	Insulin prom up	Insulin prom up cell count	MT stabilize HCS	MT stabilize HCS Hoechst-high %	MT stabilize HCS cytotoxicity %	Hep lipid drop	Hep lipid drop cells 6.5 µM
COc1ccc([C@@H]2C[C@H](c3ccccc3)Oc3cc(OC)c(OC)c(OC)c32)cc1	nt	-0.3	1306	i	12	nt	nt	nt	nt	1	879	nt	nt	nt	-22	661
Cc1ccc(C(C(=O)NC(C)(C)C)N(C(=O)c2csnn2)c2cccc(F)c2)o1 (stereo not given)	1.1	nt	nt	i	22	9%	i	-1	7%	-1.1	1328	3.8	1.7	4.0	1	713
N#C/C(=C(/O)CO/N=C/c1ccccc1Cl)c1nc2ccccc2[nH]1	nt	-3.9	1290	i	26	nt	nt	nt	nt	-1.6	1471	nt	nt	nt	2	684
COc1ccc(-c2nc3ccccc3n2Cc2ccccc2)cc1	1.1	nt	nt	i	11	6%	i	-12	6%	0.59	981	1.3	1.1	7.5	4	794
CCN(C(=O)CN1c2ccccc2CC1C)c1c(N)n(Cc2ccccc2)c(=O)[nH]c1=O (stereo not given)	1	-2.3	1062	i	54	10%	i	-11	7%	0.08	1335	2.2	1.1	1.7	-4	665
O=C(Nc1cccc(F)c1)NC1CCN(Cc2ccccc2)CC1	1.1	6.7	858	i	54	9%	i	5	16%	-0.99	1536	5.6	1.6	3.9	-16	668
CCN=C1SCC(=O)N1c1ccc(OC)cc1	1.1	-1.0	1103	i	49	7%	i	-5	0%	-0.09	1309	3.9	2.7	7.1	-3	735
Oc1cccc(/C=N/N(Cc2ccccc2)c2ccccc2)c1	1.1	0.6	1052	i	31	15%	i	7	10%	-0.2	1169	6.4	3.1	5.7	12	705
CC(C)CCNC(=O)NC(=O)CSc1nnc2ccccn12	1.1	-6.2	978	i	14	2%	i	-1	0%	nt	nt	2.1	4.1	12	nt	nt
CC1CCCC(C)N1C(=O)COC(=O)C(Cc1ccccc1)NC(=O)c1cccs1 (stereo not given)	1.1	0.6	1076	i	39	13%	i	-6	19%	1.1	1420	2.1	3.6	14	11	708
N#C/C(=C\c1ccc(Cl)c([N+](=O)[O-])c1)c1ccccn1	1.1	80*	101*	i	7	-4%	i	-7	-4%	0.73	1327	66	4.9	75	-11	634
CC(OC(=O)CC(NC(=O)c1ccccc1Cl)c1ccccc1)C(=O)Nc1cccc(Cl)c1Cl (stereo not given)	1.2	-0.3	982	i	46	5%	i	17	17%	nt	nt	2.3	2.5	4.3	0	650
N#C/C(=C\c1ccc(Cl)cc1Cl)c1n[nH]c(Cn2cncn2)n1	1	-3.2	1158	i	19	-2%	i	4	0%	0.48	834	1.6	0.9	6.0	-22	752
O=C(COc1ccccc1)NCC(=O)Nc1cccc(S(=O)(=O)NC2=NCCC2)c1	1.1	-3.0	1171	i	50	-5%	i	-10	-10%	0.5	1333	2.3	1.9	0.4	-6	695
